ATXN viability: Viability Counterscreen for Primary qHTS for Inhibitors of ATXN expression; S2 cells (HEK-293 line with an ATXN2-luciferase reporter) viability, CellTiter-Fluor protease fluorescence, 24 h; Potency, µM (highest dose often 56.7 µM), most hits filed as cytotoxic; 0.49% of 400,000 active; note: nearly all actives have a fitted effect of over 40% in size
Nrf2 ARE act: qHTS of Nrf2 Activators. AREc32 ARE-luciferase reporter (MCF7-derived line), luminescence, 24 h. Potency, µM (doses to about 46.1 µM), inactives show at the highest dose activation, most hits filed as activators. 0.31% of 410,000 active; note: % of control where 0% means no effect; nearly all actives have a fitted effect of over 65% in size
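ARE activation measured as luciferase luminescence (Steady-Glo, 30 min RT) in AREc32_Fluc cells after 24 hr compound exposure at 37 deg C, 5% CO2; cells seeded overnight at 1000/well in OPTI-MEM, 5% FBS.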
ATXN2 expr inh: Primary qHTS for Inhibitors of ATXN expression; HEK-293 ATXN2-luciferase reporter, luminescence, 24 h; Potency, µM (doses to about 57 µM), without a hit: at the top dose activity change, negative = inhibition, usual class: inhibitors; 0.72% of 360,000 active; note: % is set by controls: 0 for no effect and ±100 for the full control effect; nearly all actives have a fitted effect of over 55% in size
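qHTS (up to 57 uM final) was run with 24 h compound exposure of reporter cells at 37 °C. Each well was multiplexed: SteadyGlo luminescence measured ATXN2-luciferase expression after a fluorogenic Gly-Phe-AFC viability readout (25 uM final).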
EPAC2 antag: qHTS for Antagonist of cAMP-regulated guanine nucleotide exchange factor 2 (EPAC2): primary screen | EPAC2 GEF exchange of Rap1B-BODIPY-GDP, fluorescence | 0.18% of 360,000 active | Potency, µM (highest dose often 114 µM), without a hit: at the top dose activity, negative = inhibition, usual class: inhibitors; note: % is set by controls: 0 for no effect and ±100 for the full control effect; nearly all actives have a fitted effect of over 45% in size; many of its hits are not listed in these tables
Target sequence (Q8WZA2 whole entry, looked up): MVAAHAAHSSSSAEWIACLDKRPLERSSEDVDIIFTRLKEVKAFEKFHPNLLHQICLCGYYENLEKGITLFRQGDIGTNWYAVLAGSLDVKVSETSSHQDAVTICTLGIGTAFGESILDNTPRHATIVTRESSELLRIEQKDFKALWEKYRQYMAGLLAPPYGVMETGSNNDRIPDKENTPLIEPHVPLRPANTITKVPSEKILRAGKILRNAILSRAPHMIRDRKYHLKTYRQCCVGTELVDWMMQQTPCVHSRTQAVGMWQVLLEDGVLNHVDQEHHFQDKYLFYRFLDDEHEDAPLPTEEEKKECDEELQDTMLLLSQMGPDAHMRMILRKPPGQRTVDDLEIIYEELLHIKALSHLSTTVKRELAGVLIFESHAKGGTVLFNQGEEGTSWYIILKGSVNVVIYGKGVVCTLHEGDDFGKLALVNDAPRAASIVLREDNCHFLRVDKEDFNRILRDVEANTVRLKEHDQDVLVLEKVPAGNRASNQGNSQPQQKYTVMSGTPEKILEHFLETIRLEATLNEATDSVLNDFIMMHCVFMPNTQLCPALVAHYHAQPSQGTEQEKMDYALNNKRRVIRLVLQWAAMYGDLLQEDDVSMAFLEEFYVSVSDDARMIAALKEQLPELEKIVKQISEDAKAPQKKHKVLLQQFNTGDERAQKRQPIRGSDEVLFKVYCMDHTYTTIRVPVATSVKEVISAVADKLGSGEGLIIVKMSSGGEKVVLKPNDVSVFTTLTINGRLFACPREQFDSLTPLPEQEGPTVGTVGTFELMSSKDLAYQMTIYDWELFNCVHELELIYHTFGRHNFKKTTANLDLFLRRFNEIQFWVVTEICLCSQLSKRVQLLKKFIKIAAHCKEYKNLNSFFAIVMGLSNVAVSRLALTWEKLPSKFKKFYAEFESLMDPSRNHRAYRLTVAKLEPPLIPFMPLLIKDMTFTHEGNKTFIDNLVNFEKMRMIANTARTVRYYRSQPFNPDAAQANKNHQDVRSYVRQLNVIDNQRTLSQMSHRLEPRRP
HepG2 viability: qHTS for Inhibitors of TGF-b: Cytotox Counterscreen. HepG2 CAGA-GFP viability, ATP luminescence, 18 h. Potency, µM (highest dose often 46.1 µM), without a hit: top-dose activity change, negative = cytotoxicity, hits mostly cytotoxic. 0.76% of 410,000 active; note: some results filed as inactive show a strong effect at the top dose
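HepG2 CAGA-GFP cells (1000/well, DMEM with 1% FBS) received compound, then TGF-beta at 500 pg/mL final, and were incubated 18 hours at 37 degrees C. Viability was read by CellTiter-Glo luminescence. Media-only wells were set as complete cell-killing and DMSO as no toxicity.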
Nrf2 inh: Nrf2 qHTS screen for inhibitors; Potency, µM (top dose mostly 46 µM), for the others: top-dose activity change, negative = inhibition, usual class: inhibitors; A549 ARE-Fluc reporter, luciferase luminescence, 18-24 h; AID 504444, 2011; 2.1% of 360,000 active; note: % is set by controls: 0 for no effect and ±100 for the full control effect; nearly all actives have a fitted effect of over 60% in size
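Concentration-response testing used A549 ARE_Fluc cells at 5000 cells/well. Following an 18-24 h compound incubation, viability was read by fluorescence (Ex 405/Em 525) and luciferase output by luminescence.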
A549 tox: Nrf2 qHTS screen for inhibitors: counterscreen for cytotoxicity; Potency, µM (highest dose often 46 µM), without a hit: at the top dose activity change, negative = cytotoxicity, hits mostly inhibitors; A549 ARE-Fluc cells, CellTiter-Fluor viability, 18-24 h; 0.16% of 390,000 active; note: % is set by controls: 0 for no effect and ±100 for the full control effect
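A549 ARE-Fluc cells in 5% FBS OPTI-MEM, 5000 cells/well, rested 2 h then exposed to compounds in concentration-response for 18-24 h at 37 °C. Viability by CellTiter-Fluor fluorescence (Ex 405/Em 525) after 30 min; luciferase luminescence (BugLite, 15 min, RT) read afterwards.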
MCF10A rereplic: A quantitative high throughput screen for small molecules that induce DNA re-replication in MCF 10a normal breast cells; MCF 10A DNA re-replication, Hoechst nuclear intensity, 48 h; Potency, µM (series often up to 46.1 µM), for the others: at the top dose activity, positive = re-replication, actives largely listed as activators; 2.9% of 350,000 active; AID 624296, 2012; note: % of control where 0% means no effect; nearly all actives have a fitted effect of over 50% in size
TGFb inhibitor: qHTS for Inhibitors of TGF-b. Potency, µM (doses to about 46.1 µM), for inactives: top-dose activity, negative = inhibition, most hits filed as inhibitors. 1.2% of 410,000 active. HepG2 CAGA-GFP TGF-b/SMAD3 reporter, GFP fluorescence, 18 h; TGF-beta stimulated, 500 pg/mL final; note: % is set by controls: 0 for no effect and ±100 for the full control effect; nearly all actives have a fitted effect of over 65% in size
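Read-out: total well GFP (ex488/em500-530) summed from mean per-cell fluorescence. Cells: HEPG2 CAGA-GFP, 1% FBS DMEM, 18 h at 37 degrees C with 500 pg/mL final TGF-beta. Unstimulated wells served as the full-inhibition control; stimulated DMSO wells = 0%.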
Starred values were filed as active, the others as inactive; i = inactive; ? = inconclusive; · = no result given; & = joins results of further samples; [ ] = remark or other dose. Calls come from the whole dose curve; as a rule, active = well fitted curve in the direction sought with a large enough effect; inconclusive = small, poorly fitted or top-dose-only effect, or another doubt; inactive = no such curve, though single readings can be large; an effect the other way counts as inactive or inconclusive. Potency is the fitted concentration of half-maximal effect.

Start of the data: the first 6 compounds, to show the layout:
SMILES	ATXN viability	Nrf2 ARE act	ATXN2 expr inh	EPAC2 antag	HepG2 viability	Nrf2 inh	A549 tox	MCF10A rereplic	TGFb inhibitor
Cc1cccc(Cn2cnc3c(N)c(C)c(C)cc32)c1	i	-0.2%[9.22 µM]	-16%	-8%	-3%	-23%	7%	-7%	3%
Cc1ccccc1NC(=O)Cc1nc(COC(=O)COc2cccc(C)c2C)cs1	i	0.1%	0%	-9%	-3%	8%	2%	-2%	2%
CCN(CC)S(=O)(=O)c1ccc2c(c1)nc(CCC(=O)Nc1ccc(N3CCOCC3)cc1)n2C	i	-0.4%	-18%	0%	-3%	-20%	-4%	0%	-3%
CCCc1[nH]n(-c2ccc(F)cc2)c(=O)c1C=Nc1cccc(F)c1	i	-0.4%	-12%	0%	-7%	-15%	-5%	?	?
COc1cccc(-c2cc3c(-n4cccc4)ncnc3o2)c1	i	?	8%	0%	-14%	4%	2%	?	11%
Cc1ccc(S(=O)(=O)n2ccc3c2CCCC3=O)cc1	i	2.8%	24%	-19%	0%	-21%	19%	17%	3%

Main list (from the top)
SMILES	ATXN viability	Nrf2 ARE act	ATXN2 expr inh	EPAC2 antag	HepG2 viability	Nrf2 inh	A549 tox	MCF10A rereplic	TGFb inhibitor
Cc1cccc(Cn2cnc3c(N)c(C)c(C)cc32)c1	i	-0.2%[9.22 µM]	-16%	-8%	-3%	-23%	7%	-7%	3%
Cc1ccccc1NC(=O)Cc1nc(COC(=O)COc2cccc(C)c2C)cs1	i	0.1%	0%	-9%	-3%	8%	2%	-2%	2%
CCN(CC)S(=O)(=O)c1ccc2c(c1)nc(CCC(=O)Nc1ccc(N3CCOCC3)cc1)n2C	i	-0.4%	-18%	0%	-3%	-20%	-4%	0%	-3%
CCCc1[nH]n(-c2ccc(F)cc2)c(=O)c1C=Nc1cccc(F)c1	i	-0.4%	-12%	0%	-7%	-15%	-5%	?	?
COc1cccc(-c2cc3c(-n4cccc4)ncnc3o2)c1	i	?	8%	0%	-14%	4%	2%	?	11%
Cc1ccc(S(=O)(=O)n2ccc3c2CCCC3=O)cc1	i	2.8%	24%	-19%	0%	-21%	19%	17%	3%
O=[N+]([O-])c1cc(-c2nnc(Nc3ccccc3)c3ccccc23)ccc1N1CCOCC1	?	-0.4%	·	5%	-17%	?	-1%	?	-35%
CCOc1ccc(C2=C(C(=O)CC)Sc3nncn3N2C(=O)CC)cc1	·	-0.3%	·	·	-82%	·	?	·	?
CCNC(=O)NC(=O)C(C)OC(=O)CCCSc1nc2ccccc2s1 (configuration not stated)	i	-2.8%	?	10%	7%	?	0%	0%	-6%
Cc1ccc(-n2ncc(C(=O)NCc3ccccn3)c2C2CCN(C(=O)OC(C)(C)C)CC2)c(C)c1	i	-1.0%	-16%	·	-35%	-13%	5%	·	?
C(=N\Nc1ccccn1)/c1c[nH]c2ccccc12	?	?	36%[activator]	3%	-25%	?	-8%	5%	0%
Cc1ccc(-c2cc(C(=O)Nc3ccccc3C(N)=O)c3ccccc3n2)o1	?	8.5%	-18%	1%	-8%	-9%	-1%	?	?
COc1cccc(NC(=O)C(OC(=O)/C=C/c2ccc3c(c2)OCO3)c2ccccc2)c1 (configuration not stated)	·	3.1%	·	-9%	-4%	4%	-5%	5%	5%
NC(=O)c1ccccc1NC(=O)CCCc1ccccc1	i	-0.3%	3%	0%	-3%	0%	2%	15%	8%
CC(=O)/C(=N/Nc1ccc(C)cc1)Sc1nnc(CCc2ccccc2)n1-c1ccccc1	i	-0.4%	2%[11.3 µM]	3%	-2%	3%	0%	?	-11%
CC(O)[C@@H](C(=O)N1CCNCC1)n1cc(CCCCN)nn1 (some centres not stated)	i	-0.6%	6%	-7%	-16%	-1%	-2%	2%	0%
COc1cc(OC)cc(-c2c(Sc3ccccc3)c3cc(-c4ccc(SC)cc4)ccc3n2C)c1	i	-0.3%	-1%	7%	·	·	·	·	·
O=C(CN(C(=O)CNS(=O)(=O)c1ccccc1)c1ccc2c(c1)OCCO2)NCc1ccco1	i	1.7%	2%	2%	-1%	-12%	-10%	-3%	5%
CC1Cc2ccccc2N1C(=O)COC(=O)Cc1ccc(F)cc1 (configuration not stated)	i	0.4%	3%	10%	-14%	2%	-11%	-2%	4%
COc1ccc(C(=O)N2CCCC(c3ccccc3)=N2)cc1	?	3.2%	1%	-12%	0%	11%	-5%	0%	14%
Cn1c(S(=O)(=O)O)nc2ccccc21	i	-0.2%	-5%	-3%	-4%	0%	2%	5%	-27%
O=C(c1cccs1)c1c[nH]cc1-c1ccccc1	i	4.7%	-11%	-2%	-160%	-6%	-4%	-12%	-20%
O=C(Cn1cc(C(=O)c2ccco2)c2ccccc21)NC1CCCCC1	i	-0.7%	-18%	-4%	8%	-22%	-3%	-1%	-15%
COc1ccc(C(=O)Oc2ccc3ccc(=O)oc3c2)cc1OC	i	-0.5%	10%	2%	-6%	-6%	2%	2%	10%
O=C(O)c1cc(=O)n(Cc2ccccc2)c(=O)[nH]1	i	2.7%	-5%	11%	-2%	1%	-6%	1%	3%
Cc1ccc(CCNC(=O)c2cc3c(-c4ccccc4F)nn(C)c3s2)cc1	i	-0.9%	0%	·	-20%	?	0%	·	-9%
CCOc1cc2[nH]c(=O)n(CCCC(=O)NCc3ccc(OC)cc3)c(=O)c2cc1OCC	i	-0.4%&-0.2%	1%&4%	9%	-2%&3%	-19%	6%&-2%	-1%	0%&14%
CCc1ccc(NC(=O)Cn2nc(C(=O)O)c3ccccc3c2=O)cc1	i	-0.2%	-22%	9%	-2%	7%	3%	?	-14%
CCc1noc(C)c1C(=O)OCC(=O)NC(=O)c1ccccc1OC	i	-0.6%	2%	-3%	-4%	-5%	9%	0%	-6%
COc1ccc(S(=O)(=O)N2CCOC2CNC(=O)C(=O)NCCc2ccccc2)cc1C (configuration not stated)	i	-0.5%	8%	-28%	-3%	-6%	-9%	14%	1%
COc1cc(-c2nc3ccccn3c2/N=C/c2cccc(F)c2)ccc1O	i	0.4%	0%	-9%	-1%	-7%	2%	-5%	4%
Cn1c(Cc2cccs2)nnc1SCC(=O)Nc1ccc(C(N)=O)cc1	i	-0.8%	0%	-4%	9%	7%	-3%	0%	4%
CSc1cc(-c2ccc(Cl)cc2)c(C(=O)NC(C)C)s1	i	0.2%	-5%	4%	-4%	-12%	0%	?	2%
COC(=O)CC1(C(=O)OC)Oc2ccc(Br)cc2C(=O)N1c1cc(Cl)cc(Cl)c1 (configuration not stated)	i	-0.3%	-18%	?	-1%	-5%	0%	1%	2%
NC(=O)c1cccnc1OCC(F)(F)F	i	0.0%	13%	5%	-5%	0%	0%	4%	-2%
O=C(CCCC(=O)c1ccccc1)NCc1ccccc1	i	-0.7%	·	3%	-21%	-15%	10%	0%	-5%
O=C(c1ccccc1F)N(Cc1ccccc1)C1CCS(=O)(=O)C1 (configuration not stated)	i	1.5%	2%	-3%	3%	9%	-1%	-2%	-1%
Cc1ccccc1C(=O)Nc1ccnn1C1CCN(Cc2cccnc2)CC1	?	-0.1%	9%	14%	28%	17%	-7%	2%	22%
C[C@]12C=CC(=O)C=C1CC[C@@H]1[C@@H]2C(=O)C[C@@]2(C)[C@H]1CC[C@]2(O)C(=O)CO	i	-1.0%&-0.9%	3%	-14%&8%	-13%&-19%	?	1%&0%	7%&-6%&7%	-6%&-4%
COC(=O)CSc1nnc(CNC(=O)c2ccc(OC)c(OC)c2)n1C	i	0.2%	-36%	20%	12%	8%	-5%	11%	0%
Cc1cc(=O)oc(C)c1C(=O)NCc1ccc(F)cc1	i	-0.4%	1%	0%	-11%	8%	-1%	?	12%
O=C1CSc2ccccc2N1Cc1ccc(F)cc1	i	2.5%	17%	1%	-26%	?	-7%	-1%	11%
CCNC(=O)C1CC(=O)N(Cc2ccc(F)cc2)C(=Nc2ccc(OC)cc2)S1 (configuration not stated)	i	-0.6%	-2%	10%	7%	-5%	0%	?	-23%
COc1ccc(-c2nnc(SCc3nnc(-c4ccccc4)o3)n2C)cc1OC	?	3.4%	-11%	-1%	4%	13%	-3%	0%	12%
COC(C[C@@H](O)CC(=O)[C@@H](C)OCc1ccccc1)OC	i	3.7%	14%	7%	-1%	5%	1%	14%	-1%
c1ccc(CCn2nnnc2C(c2cccnc2)N2CCOCC2)cc1 (configuration not stated)	i	-0.1%	-2%	0%	-18%	4%	4%	-1%	13%
CCCN(CCC)C(=O)COc1cc(=O)n(CC)c2ccccc12	i	13%	1%	6%	-17%	-9%	-3%	13%	6%

Copied from the list.
`CCNC(=O)C1CC(=O)N(Cc2ccc(F)cc2)C(=Nc2ccc(OC)cc2)S1` (configuration not stated) in HepG2 viability shows 7%
`O=C1CSc2ccccc2N1Cc1ccc(F)cc1` in Nrf2 ARE act shows 2.5%
`CCCN(CCC)C(=O)COc1cc(=O)n(CC)c2ccccc12` in EPAC2 antag shows 6%

Bioassay records deposited in PubChem BioAssay by National Center for Advancing Translational Sciences (NCATS).

A portion of the library, so the mix of outcomes need not match the whole.
